PLCg1 inh – blocks human PLC-gamma1 enzyme activity. actives 0.84% (n = 370,000). P19174. purified PLC-gamma1, fluorogenic substrate, fluorescence. inhibition, % at 12.2 µM. AID 720700; in the data active = inhibition above about 9.5%
FXN GAA850 act – frataxin GAA850 promoter activation. HEK293 lucGAA850 FXN promoter luciferase reporter, 24 h; percent of 10 µM SAHA response. activation, % at 6 µM. actives 0.56% (n = 360,000). AID 540364;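 active = activation above the average of all compounds screened plus 3 SD, cutoff fixed separately per campaign, cut at about 7.5% in these data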;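 note: 0% = DMSO wells and 100% = 10 µM SAHA wells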
HGIII-sPLA2 inh – Blocks human group III sPLA2 activity; Q9NZ20; QFRET BODIPY PC-A2 liposome hydrolysis, fluorescence; inhibition, % at 12.2 µM; actives 0.56% (n = 370,000);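 active = inhibition above mean plus 3 SD of compounds lying within the high and low control bounds, cut at about 19% in these data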;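 note: 0% = median of test compound wells and 100% = no enzyme DMSO wells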
Target sequence (Q9NZ20 whole entry, looked up): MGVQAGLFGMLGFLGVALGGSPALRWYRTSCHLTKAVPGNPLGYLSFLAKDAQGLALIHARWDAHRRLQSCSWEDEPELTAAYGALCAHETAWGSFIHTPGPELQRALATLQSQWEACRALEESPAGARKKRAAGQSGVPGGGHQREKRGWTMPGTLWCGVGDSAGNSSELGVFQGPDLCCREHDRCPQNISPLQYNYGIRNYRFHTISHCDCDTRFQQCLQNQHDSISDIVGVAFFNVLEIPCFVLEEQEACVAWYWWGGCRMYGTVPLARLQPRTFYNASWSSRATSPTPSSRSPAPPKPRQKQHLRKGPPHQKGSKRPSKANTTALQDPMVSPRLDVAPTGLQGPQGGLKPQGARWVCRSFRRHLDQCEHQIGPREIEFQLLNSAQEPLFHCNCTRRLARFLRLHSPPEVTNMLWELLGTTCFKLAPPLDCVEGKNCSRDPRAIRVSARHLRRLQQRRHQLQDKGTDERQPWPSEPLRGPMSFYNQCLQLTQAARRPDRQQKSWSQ
hgDAF12 agonist – hgDAF-12 agonism, primary luciferase screen; HEK293 GAL4-hgDAF12 UAS-luciferase reporter, agonist luminescence; normalized to butyrate control; activation, % at 6.8 µM; actives 1.8% (n = 370,000); AID 687014;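 active = activation above a cutoff set at the mean of all screened compounds plus 3 SD, cut at about 10% in these data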;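 note: 0% = DMSO wells and 100% = sodium butyrate wells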
ADAM17 inh – ADAM17 inhibition, QFRET primary screen; P78536; recombinant ADAM17, EDANS/DABCYL FRET peptide cleavage; inhibition, % at 6.95 µM; actives 0.83% (n = 370,000);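 active = inhibition above the mean of compounds lying between control limits plus 3 SD, set per campaign, cut at about 8.5% in these data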;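 note: 0% = DMSO-only wells as the low control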
ADAM10 inh – ADAM10 inhibition, QFRET primary screen; O14672; recombinant ADAM10, EDANS/DABCYL FRET peptide cleavage, 3 h; inhibition, % at 7 µM; actives 0.62% (n = 370,000);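 active = inhibition above a per-campaign cutoff equal to the mean of compounds falling between control-based bounds plus 3 SD, cut at about 20% in these data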;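 note: 0% = DMSO wells while the 100% control is not disclosed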
DAX1 inh-1 – inhibitors of human orphan nuclear receptor DAX1 (NR0B1); HEK293 Gal4-DAX1 luciferase reporter, luminescence; actives 0.99% (n = 340,000); AID 504766; P51843; inhibition, % at 6.75 µM;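 active = inhibition above the mean over all tested compounds plus 3 SD, cut at about 4.2% in these data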;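 note: 0% = DAX1-transfected cells with DMSO and 100% = empty-vector control cells with DMSO; inhibition shows as a rise in luminescence from relieved DAX1 repression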
Target sequence (P51843 207-470 limits assumed): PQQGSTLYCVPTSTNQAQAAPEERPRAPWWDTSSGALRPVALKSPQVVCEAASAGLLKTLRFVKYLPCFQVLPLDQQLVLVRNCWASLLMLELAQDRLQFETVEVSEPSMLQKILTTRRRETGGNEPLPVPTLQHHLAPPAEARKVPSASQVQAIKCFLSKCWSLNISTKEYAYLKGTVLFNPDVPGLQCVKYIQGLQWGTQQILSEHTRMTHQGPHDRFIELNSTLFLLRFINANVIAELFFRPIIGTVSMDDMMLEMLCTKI
DAX1 inh-2 – DAX1 (NR0B1) inhibition, primary screen; HEK293T StAR-luciferase reporter, SF-1/DAX-1 repression relief; inhibition, % at 6.8 µM; actives 1.1% (n = 370,000); AID 652010;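 active = inhibition above the mean over all tested compounds plus 3 SD, cut at about 3.6% in these data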;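 note: 0% = DAX-1 cells with DMSO and 100% = cells lacking DAX-1 with DMSO; higher inhibition means more luminescence from relief of DAX-1 repression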
ssDAF12 agonist – S. stercoralis DAF-12 activation, primary screen. HEK293 ssDAF-12/GRIP1 lit1-tk-luc reporter, luminescence; % of 3 µM dafachronic acid response. activation, % at 6.8 µM. actives 1% (n = 370,000). AID 652126;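 active = activation above the mean over all tested compounds plus 3 SD, cut at about 0.9% in these data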;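 note: 0% = DMSO-only wells and 100% = 3 µM delta7-dafachronic acid wells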
PLCb3 inh – inhibitors of human phospholipase C beta3 | AID 720704 | Q01970 | actives 0.18% (n = 370,000) | Purified PLC-beta3, fluorogenic substrate, fluorescence | inhibition, % at 12.2 µM; in the data active = inhibition above about 11%;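 note: 0% = median of compound wells on plate and 100% = full blocker control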
hcDAF12 agonist – activates DAF-12 receptor from parasite H. contortus; HEK293 hcDAF-12 lit1-tk-luc reporter, luminescence; 0% DMSO, 100% Δ7-dafachronic acid; activation, % at 6.8 µM; actives 1.4% (n = 370,000); AID 652067;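 active = activation above the mean of all tested compounds plus 3 SD, cut at about 5.5% in these data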;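 note: 100% = response to 3 µM Δ7-dafachronic acid high control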
* hit, by the source's call; i = inactive; · = not tested or not shown. Rows are unselected; any-hit rate near 6.9%.

SMILES	PLCg1 inh	FXN GAA850 act	HGIII-sPLA2 inh	hgDAF12 agonist	ADAM17 inh	ADAM10 inh	DAX1 inh-1	DAX1 inh-2	ssDAF12 agonist	PLCb3 inh	hcDAF12 agonist
Cc1cccc(-n2cnc3c(c2=O)c2nc4ccccc4nc2n3Cc2ccco2)c1	-33	-0.8	5	0.0	-45	-154	-0.3	-0.3	-1.0	-44	-1.6
COc1ccc(CNC(=O)CN(C(=O)c2csnn2)c2ccc(C(C)=O)cc2)cc1	5	0.7	-1	1.4	1	1	1.9	0.1	-0.8	-1	1.4
O=C(N/N=C/c1ccc(F)cc1)c1ccccc1	-1	4.1	3	13*	1	2	5.2*	2.8	0.1	2	2.7
CC(=O)c1c(C)n([O-])c2cc(F)c(F)cc2[n+]1=O	-28	1.7	-4	-1.8	-16	-50	-0.6	-1.8	-1.3	-43	0.0
O=C1CCCc2c1cc(-c1ccccc1)n2-c1ccccc1	-4	0.9	-7	-6.3	-3	2	-0.2	-0.7	-1.3	-3	-1.0
C[C@@]12CCC3[C@@](CCC4[C@@]3(C)CCC[C@@]4(C)C(=O)N3CCOCC3)(CC1=O)C2 (some centres undefined)	0	-0.2	0	1.8	-4	0	0.3	-0.6	-1.7	3	-1.1
CCOc1ccccc1N(CC(=O)Nc1ccc(S(=O)(=O)N2CCCC2)cc1)S(C)(=O)=O	0	-0.3	-16	-0.2	-2	-6	0.4	0.2	-1.0	-7	-2.1
COc1ccc(N2CCN(C(=O)C3CCCN(S(=O)(=O)c4ccc(C)cc4)C3)CC2)cc1 (centres undefined)	2	-1.6	6	-0.3	0	2	-0.6	0.0	-0.6	-2	-1.8
O=C(CCc1nnc(CCCCc2ccccc2)o1)NCCN1CCCCC1=O	3	-1.9	3	-1.1	-2	3	-0.8	-0.5	-0.9	-8	-0.5
CCCCN=C1SC(C(=O)Nc2sc3c(c2C(=O)OC)CCC3)C(N)=C1C(=O)N1CCOCC1 (centres undefined)	1	2.9	-3	-1.6	-3	3	-1.7	-0.3	-1.3	-7	1.5
NC(=O)C(c1ccc(Br)cc1)c1ccc(C(=O)c2ccccc2)cc1 (centres undefined)	6	0.6	-25	-3.6	7	12	0.5	-0.6	-1.8	-2	-2.8
CCC1Sc2ccc(S(=O)(=O)CCC(=O)Nc3cc(C)ccn3)cc2NC1=O (centres undefined)	1	1.1	-4	1.9	-1	-4	0.0	-0.1	-1.5	-9	-0.5
O=C1CC2(CCCCCC2)Oc2ccc(Cl)cc21	4	-0.3	0	0.5	-2	-7	0.6	-0.1	-1.2	2	-1.1
CC1=Nn2c(nnc2-c2n[nH]c3c2CCC3)SC1	-3	0.8	1	-1.0	-6	-3	0.0	0.4	-0.9	-2	-1.9
COc1ccc(CCNC(=O)c2ccc(N3CCCCS3(=O)=O)cc2)cc1OC	1	2.1	3	-0.8	-4	-1	0.1	0.1	-1.4	-6	-2.4
CC(C)N(C(C)C)S(=O)(=O)c1ccc(NN)nc1	-3	3.2	-10	-1.0	-1	0	1.4	0.3	0.2	-14	0.4
Cc1cccc(C)c1NC(=S)NC(C)CCc1ccccc1 (centres undefined)	0	4.2	10	1.9	2	1	1.5	0.3	-2.2	2	0.1
O=C1COc2ccc(C(=O)COC(=O)CCSc3ccc(Cl)cc3)cc2N1	2	1.9	-2	-0.3	-3	-11	0.0	0.1	-0.9	-3	-1.2
CCOC(=O)C1CCN(c2c(NCCCN3CCN(Cc4ccccc4)CC3)c(=O)c2=O)CC1	0	-2.6	2	0.9	-2	-4	0.5	-0.3	-2.0	3	-2.3
COc1cc(CC(NC(C)=O)C(=O)NC2CCN(c3nc(OC)nc(OC)n3)CC2)cc(OC)c1 (centres undefined)	0	-0.3	5	0.9	-8	-8	0.1	-0.1	-1.7	-7	-1.8
Nc1nc2cc3c(cc2cc1C(=O)NCc1cccnc1)OCO3	-401	·	1	3.7	i	i	·	-0.8	-1.6	i	0.0
C=CCc1ccccc1OCC(O)CN1CCN(c2ccc(OC)cc2)CC1 (centres undefined)	6	-2.3	2	-2.8	2	12	-0.1	-0.8	-1.5	7	-0.7
CC1C(=O)N(Cc2cn(CC3CCCCC3)nn2)CCS(=O)(=O)N1Cc1ccc(-c2cccc(N(C)C)c2)cc1 (centres undefined)	-2	-2.1	-7	-5.6	-3	-8	0.1	0.7	-1.3	-6	-2.6
O=C(NCc1ccc2c(c1)OCO2)C1CCC(CNS(=O)(=O)c2cccc3nsnc23)CC1 (centres undefined)	4	0.1	-1	1.1	1	-6	0.4	-0.5	-1.2	5	-1.7
CCCCCCSc1nc2c(c(=O)[nH]c(=O)n2C)n1C	0	-0.9	6	-0.9	-2	-9	0.0	0.0	-0.9	-1	-1.4
COc1ccc(S(=O)(=O)Nc2ccccc2C(F)(F)F)cc1	1	-3.0	-11	0.2	-4	1	0.5	-0.3	-1.0	-1	-0.4
COc1cc(Nc2ccc(S(=O)(=O)N3CCN(C)CC3)cc2[N+](=O)[O-])cc(OC)c1	4	-0.2	-2	2.4	0	2	1.0	-1.5	-1.1	2	-1.1
CCOC(=O)c1ccc(NC(=O)c2nc[nH]c2C(=O)N[C@@H](CCCCNC(=O)OC(C)(C)C)C(=O)OC(C)(C)C)cc1	2	1.4	-2	2.0	-5	-1	0.0	-0.1	-1.5	0	-0.8
O=[N+]([O-])c1cccc(COc2ccccc2CN2CCCCC2)c1	-1	0.0	-5	0.8	-1	-6	-1.3	-0.9	-1.1	2	-1.0
CN(C)CCCN(C(=O)c1ccc2c(c1)CCCC2)c1nc2ccc(Cl)cc2s1	7	2.8	-25	-0.5	8.7*	17	1.9	-0.3	-1.1	0	-0.4
CCc1nc2ccc(C(=O)Nc3cccc(OCC(=O)N(C)C)c3)cn2c1N(CC)CCOC	2	-1.1	-4	-2.0	0	0	·	-1.1	-1.7	2	-2.9
COc1cc(NC(=O)CCCn2c(=O)oc3ccccc32)cc(OC)c1	1	1.1	-4	-3.2	1	14	-1.3	0.8	-1.0	5	-1.0
COc1cccc(-c2cc(C(F)(F)F)n3nc(C(=O)Nc4c(C)n(C)n(-c5ccccc5)c4=O)cc3n2)c1	-7	0.1	0	0.2	-5	2	0.1	1.0	-2.0	-18	0.0
Cc1nn(Cc2ccccc2)c(C)c1CNC(=O)[C@H](C)N=C1NS(=O)(=O)c2ccccc21	-3	-1.4	-5	-1.5	-5	-7	-0.1	-1.8	-0.8	-7	-0.6
CCOC(=O)C1=C(C)N(C)C(=S)NC1c1c(OCC)ccc2ccccc12 (centres undefined)	-2	0.3	5	-0.6	-2	-4	0.4	0.0	-1.2	-8	1.4
COc1ccccc1CNC(=O)Cn1nc(C(F)(F)F)cc1C	-3	2.5	-4	2.5	-2	-8	-0.1	1.1	-0.7	-4	0.4

Part of the list above, in CSV form:
Compound,PLCg1 inh,FXN GAA850 act,HGIII-sPLA2 inh,hgDAF12 agonist,ADAM17 inh,ADAM10 inh,DAX1 inh-1,DAX1 inh-2,ssDAF12 agonist,PLCb3 inh,hcDAF12 agonist
COc1ccc(S(=O)(=O)Nc2ccccc2C(F)(F)F)cc1,1,-3.0,-11,0.2,-4,1,0.5,-0.3,-1.0,-1,-0.4
COc1cc(Nc2ccc(S(=O)(=O)N3CCN(C)CC3)cc2[N+](=O)[O-])cc(OC)c1,4,-0.2,-2,2.4,0,2,1.0,-1.5,-1.1,2,-1.1
CCOC(=O)c1ccc(NC(=O)c2nc[nH]c2C(=O)N[C@@H](CCCCNC(=O)OC(C)(C)C)C(=O)OC(C)(C)C)cc1,2,1.4,-2,2.0,-5,-1,0.0,-0.1,-1.5,0,-0.8
O=[N+]([O-])c1cccc(COc2ccccc2CN2CCCCC2)c1,-1,0.0,-5,0.8,-1,-6,-1.3,-0.9,-1.1,2,-1.0
CN(C)CCCN(C(=O)c1ccc2c(c1)CCCC2)c1nc2ccc(Cl)cc2s1,7,2.8,-25,-0.5,8.7*,17,1.9,-0.3,-1.1,0,-0.4
CCc1nc2ccc(C(=O)Nc3cccc(OCC(=O)N(C)C)c3)cn2c1N(CC)CCOC,2,-1.1,-4,-2.0,0,0,·,-1.1,-1.7,2,-2.9
COc1cc(NC(=O)CCCn2c(=O)oc3ccccc32)cc(OC)c1,1,1.1,-4,-3.2,1,14,-1.3,0.8,-1.0,5,-1.0
COc1cccc(-c2cc(C(F)(F)F)n3nc(C(=O)Nc4c(C)n(C)n(-c5ccccc5)c4=O)cc3n2)c1,-7,0.1,0,0.2,-5,2,0.1,1.0,-2.0,-18,0.0
Cc1nn(Cc2ccccc2)c(C)c1CNC(=O)[C@H](C)N=C1NS(=O)(=O)c2ccccc21,-3,-1.4,-5,-1.5,-5,-7,-0.1,-1.8,-0.8,-7,-0.6
CCOC(=O)C1=C(C)N(C)C(=S)NC1c1c(OCC)ccc2ccccc12 (centres undefined),-2,0.3,5,-0.6,-2,-4,0.4,0.0,-1.2,-8,1.4

Later entries:
SMILES	PLCg1 inh	FXN GAA850 act	HGIII-sPLA2 inh	hgDAF12 agonist	ADAM17 inh	ADAM10 inh	DAX1 inh-1	DAX1 inh-2	ssDAF12 agonist	PLCb3 inh	hcDAF12 agonist
Cc1sc2ncnc(SC(C)C#N)c2c1C (centres undefined)	-8	2.3	2	0.1	-4	2	-0.1	-0.5	-1.4	-6	-3.5
CC(C)C[C@H]1COc2cccc(F)c2S(=O)(=O)N1Cc1cn(Cc2ccc(F)cc2)nn1	1	·	-3	0.4	-2	2	·	-0.1	-1.2	2	-0.8
Cc1ccccc1N1CC(C(=O)Nc2nnc(SCc3ccccn3)s2)CC1=O (centres undefined)	0	0.5	-4	-2.1	-3	0	-0.1	-0.8	-0.7	-10	1.0
N#CCCN(C(=O)Nc1ccc(Cl)cc1)c1ccccc1	-1	0.2	-4	-1.7	-4	-2	-0.7	-0.1	-0.6	3	-0.3
COc1ccc(NC(=O)c2cc3n(n2)C(C(F)(F)F)CC(c2ccco2)N3)cc1 (centres undefined)	4	-1.9	-21	-0.8	4	4	-1.5	-0.1	-1.5	1	-2.3
CCc1nc2c(OCC3CCCCC3)cccn2c1N(C)C(=O)c1ccccc1F	3	-2.6	2	1.6	5	4	·	0.5	-1.6	1	-1.8
CC(=O)Nc1ccc(S(=O)(=O)Nc2ccc(Cc3ccncc3)cc2)cc1	-2	-0.3	-4	-5.2	-3	-5	-1.5	-0.9	-1.5	-6	-3.2
CN1CCN(c2ccc(CNC(=O)C3Cc4c(-c5cccc(F)c5)ccnc4O3)cc2)CC1 (centres undefined)	0	2.5	5	2.2	-2	-6	·	-1.1	-0.6	1	0.8
Cc1ccc(C(=O)Nc2cccc(C(F)(F)F)c2)cc1Nc1cnccn1	-16	1.0	3	2.9	2	3	1.6	0.5	-1.5	-27	-1.0
O=C(c1ccco1)N1CCN(C(c2ccc(F)cc2)c2nnnn2Cc2cccs2)CC1 (centres undefined)	4	0.4	-8	-1.5	-4	1	0.1	-0.1	-1.2	0	-0.8

Bioassay records deposited in PubChem by The Scripps Research Institute Molecular Screening Center.
